# PAX8 inh HTS: inhibitors of PAX8-driven TPO luciferase reporter, primary screen, RMG-I cells, single concentration; inhibition, % at 12.6 µM; hit rate 1.2% among 360,000; SteadyGlo, 24 h; AID 652154, 2013;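 active = mean replicate inhibition at least 60% with every replicate also reaching 60%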;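 note: luciferase light reporting Pax8 driven TPO promoter activity; plate controls were median of neutral control wells for no effect and mitoxantrone controls for full effect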
# INS-1E GSIS act: GLuc luminescence reporter in INS-1E cells, primary screen for activators of glucose-dependent secretion of insulin. hit rate 0.61% among 370,000. AID 743287, 2014. activation, % at 16.6 µM. INS-1E GLuc reporter insulin secretion, 2-3 h;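 active = lowest replicate activation of at least 40%, so every replicate reaches that level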;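 note: 0% = median of neutral control wells and 100% = median of IBMX positive control wells; some compounds called inactive have numbers as strong as hits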
# ARNT-TACC3 inh: disruptors of ARNT/TACC3 protein interaction, primary screen, biochemical, AlphaScreen, single concentration | AlphaScreen His-ARNT PAS-B/GST-TACC3 binding, luminescence; TACC3 fragment carries E629A point mutation | inhibition, % at 9.99 µM | Transforming acidic coiled-coil-containing protein 3 (Homo sapiens), Q9Y6A5 | hit rate 0.66% among 390,000;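 active = mean inhibition of replicates at least 50% and at least half of replicates each reaching 50%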;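 note: 0% = complete ARNT plus TACC3 wells and 100% = ARNT alone without TACC3; many hits fall short of the cut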
# * hit, by the source's call.
SMILES,PAX8 inh HTS,INS-1E GSIS act,ARNT-TACC3 inh
O=C(OCc1cc(=O)n2c(n1)sc1ccccc12)c1ccc2c(=O)n3c(nc2c1)CCC3,-6,0,-7
CN(CC(=O)NCCN1CCCCCC1)S(=O)(=O)c1cccc2nsnc12,-11,27,4
COc1ccccc1C(=O)NCc1ccccc1,-26,5,7
CCOc1cc(/C=N\NC(=O)c2ccc(NC(=O)C(C)(C)C)cc2)ccc1OC(=O)c1ccc(C)cc1,39,3,-2
CCn1c2ccccc2c2nn(C)c(=N)nc21,-11,-3,3
Cc1cc(C)n2nc(SCC(=O)N(C(C)C)C(C)C)nc2n1,3,17,-6
O=C(CN1CCc2ccccc21)NC(=O)NCc1ccco1,15,7,-4
Cc1cc(N)c(NC2=CC(=O)CC(C)(C)C2)cc1C,-65,-14,3
CCCC(=O)Nc1ccc(C(=O)N2CCCC2)cc1,6,1,-4
COc1ccccc1/C=N/NC(=O)C(NC(=O)c1ccccc1)=C(C)C,17,9,-3
Cc1nc(N2CCN(C(c3ccccc3)c3ccccc3)CC2)[nH]c(=O)c1C,7,1,0
O=C(/C=C/c1cccc(Cl)c1)c1nc2ccccc2[nH]1,-12,19,-2
COc1ccc(-c2nnc(SCC#CCO)o2)cc1OC,-20,30,15
O=C(N1CCOCC1)N1CCC(NC(=O)C23CC4CC(CC(C4)C2)C3)CC1,0,-16,-6
Clc1ccc2[nH]cc(-c3nnnn3-c3ccccc3)c2c1,8,-32,-1
CC(C)NC(=O)C1(O)c2ccccc2NC(=O)N1c1ccc(Cl)c(Cl)c1 (stereo not drawn),-13,0,-2
CCOc1ccc(OCC)c(NC(=O)CCS(=O)(=O)c2ccc(Br)s2)c1,7,-1,-1
COc1ccccc1NC1SC(=O)N(c2ccccc2)C1=O (stereo not drawn),-2,-11,-13
Nn1c(SCc2csc(-c3ccccc3)n2)nnc1-c1cccs1,-1,23,-2
CCn1c(Cc2c(C)[nH]c3ccccc23)nnc1SCC(=O)NCc1ccccc1,0,6,2
C/C(=N\NC(=O)C1COc2ccccc2O1)c1ccc(C)o1 (stereo not drawn),-9,-5,20
O=C(Nc1ccc(S(=O)(=O)N2CCCCCC2)cc1)C1CCCO1 (stereo not drawn),16,-11,-8
COc1cc(NC(=O)Cn2c(C)cc3ccccc3c2=O)cc(OC)c1OC,2,2,-5
CCn1ncc2c(OCc3ccc(C#N)cc3)cc(C)nc21,5,0,14
O=C(COc1ccccc1Cl)Nc1ccc(Cl)cn1,-175,-12,1
O=C(NCc1ccc2c(c1)OCO2)C1CC(=O)N(c2ccc(F)cc2)C1 (stereo not drawn),12,-4,0
COc1cc(C(=O)NCc2ccco2)cc(OC)c1OC,6,-1,-2
COc1ccccc1CN1C(=S)SC(C)(C)C1NO (stereo not drawn),12,23,16
N#Cc1c(/N=C/c2cccs2)sc2c1CCC2,-30,13,6
Cc1ccc(CN(CC(=O)NC2CCCC2)C(=O)CSc2nnc(COc3ccccc3)o2)cc1,9,-7,-4
CCOC(=O)c1ccccc1NC(=O)Cn1cnc2c(oc3ccccc32)c1=O,-10,-1,2
O=C(OCC(=O)N1CCN(c2ccccc2)CC1)c1ccccn1,12,8,27
CC(=O)NC(Cc1ccc(F)cc1)C(=O)O (stereo not drawn),-5,1,-1
CSc1c(-c2ccccc2)nc2ccc(Cl)cc2c1C(=O)O,11,10,-1
CCOc1ccc2nc(NS(C)(=O)=O)sc2c1,-25,23,4
Clc1cc(Cl)c(OCc2nc(-c3ccccn3)no2)cc1Cl,-209,10,4
CCCc1nc2sc3ccccc3c(=O)c2c(=O)n1Cc1ccco1,-85,-2,28
CN1C(=O)N(S(=O)(=O)c2ccc(F)c(F)c2F)C(=O)C1(C)C,-7,-4,-9
Cc1ccc(-n2nc(C)c3c2OC(N)=C(C#N)C3c2ccoc2)cc1 (stereo not drawn),31,-29,-2
CCCc1cc(C(=O)Nc2cccnc2Cl)no1,-54,-12,-3

# Quoted from the listing:
# INS-1E GSIS act, CCCc1cc(C(=O)Nc2cccnc2Cl)no1 = -12
# PAX8 inh HTS, CCOc1ccc2nc(NS(C)(=O)=O)sc2c1 = -25

# More entries
SMILES,PAX8 inh HTS,INS-1E GSIS act,ARNT-TACC3 inh
COc1cccc(C2C(C(N)=O)=C(C)Nc3nc(-c4cccc(Cl)c4)nn32)c1 (stereo not drawn),3,0,3
Cc1ccc(C)c(N(C)C(=O)c2coc(=O)c3ccccc23)c1,23,10,-4
CCN1CC=C2C(C#N)=C(N)C(C#N)(C#N)C(CCc3ccccc3)C2C1 (stereo not drawn),25,5,11
COc1cccc(CNC(=O)CCS(=O)(=O)c2cccs2)c1,-11,2,-4
C=CCn1c(Cc2cccs2)nnc1SCC(=O)Nc1cc(OC)cc(OC)c1,6,7,0
COc1cc(C(=S)N2CCCCC2)ccc1OCC(=O)N1CCCC1,15,-10,-2
Cc1ccc2ncccc2c1NS(=O)(=O)c1ccccc1,-4,27,-8
O=C(CCS(=O)(=O)c1ccc(Cl)cc1)N1CCN(c2ccccc2F)CC1,1,-11,1
COc1ccc(-n2c(SCC(=O)Nc3nc(C)cs3)nnc2-c2ccoc2C)cc1,28,-6,-1
CCOC(=O)N1CCN(C(=O)c2oc3ccc(S(=O)(=O)N4CC(C)CC(C)C4)cc3c2C)CC1 (stereo not drawn),4,-30,-3
CCOc1ccc(NC(=O)CCCc2cc(-c3ccc(OCC)cc3)on2)cc1,-23,18,-8
Cc1oc(C(=O)O)cc1CSc1nnc(-c2ccccc2)n1C,3,-11,-1
O=C(CSc1n[nH]c(-c2ccco2)n1)Nc1sc2c(c1C(=O)Nc1ccccc1)CCCC2,5,-20,3
CCOC(=O)C1=NN(C(=O)c2ccc(C)cc2)C(O)(c2ccc(Cl)cc2)C1 (stereo not drawn),-3,-10,-1
O=C(CSc1nnc(CNc2ccc(F)cc2)n1Cc1ccccc1)N1CCOCC1,19,13,2
COc1cccc(NC(=O)CCN2CCC(C(N)=O)CC2)c1,-2,26,-8
CC(C)c1nnc(-c2ccc(Cl)cc2)c(N(C)C)n1,2,2,0
Cc1cc(N2CCN(C)CC2)nc2ccc(NC(=O)c3cccnc3Cl)cc12,-12,15,3
COc1cc(C2c3c(-c4cc(C)cc(C)c4O)n[nH]c3C(=O)N2CCCO)cc(OC)c1OC (stereo not drawn),21,8,-7
Cc1nn(C(=O)c2c([N+](=O)[O-])cnn2C)c(C)c1Cl,0,22,4
CCn1nc(C(=O)Nc2cccc(C(F)(F)F)c2)c(Cl)c1Cl,-2,33,1
CC1CCCCN1CCNC(=O)c1ccc2c(=O)n(CCc3ccccc3)c(=O)[nH]c2c1 (stereo not drawn),-4,19,3
Cc1ccc(C(=O)CCCn2nnc(-c3cccnc3)n2)cc1C,-4,-1,-6
CCC(NS(=O)(=O)c1ccc(OC)cc1)C(=O)O (stereo not drawn),-6,10,-10
Cc1sc2nc(SCc3nnc(-c4cccs4)o3)n(C3CCCC3)c(=O)c2c1C,-11,-9,-1
COc1cc(/C=C2\C(=O)N(CCC#N)N=C2C)c(Br)cc1OC(C)C,24,-13,-6
CCn1c(=O)cc(SCC(=O)N2CCN(C)CC2)c2ccccc21,-21,0,1
C=CCn1c(SCC(=O)Nc2cc(C)ccc2OC)nnc1-c1ccco1,-9,1,0
O=c1cc(CN2CCN(C/C=C/c3ccccc3)CC2)c2cc(O)ccc2o1,24,-8,32
CCC(C(=O)N1CCc2cc(OC)c(OC)cc2C1)c1ccccc1 (stereo not drawn),18,1,7
CCc1nnc(NC(=O)CSc2nnc(-c3ccccc3O)n2-c2ccc(C)cc2)s1,31,-9,-6
Clc1ccc2oc(-c3cccnc3)nc2c1,-150,8,16
CCS(=O)(=O)N1CCN(C(C)CCc2ccccc2)CC1 (stereo not drawn),4,11,-4
O=C(c1ccc(Br)o1)N1CCN(C/C=C/c2ccccc2)CC1,-7,-22,-12
CCOC(=O)C1=C(C)N(C)C(C)=C(C(=O)OCC)C1c1ccccn1,12,21,0
COc1ccc(S(=O)(=O)N2CCN(C(=O)[C@@H]3CCC(=O)N3C3OC(=O)c4ccccc43)CC2)cc1 (stereo partly drawn),-11,9,-2
Cc1ccc(Cl)cc1N1CCN(C(=O)CSc2nnc3n2C(C)(C)Cc2ccccc2-3)CC1,-16,-31,0
C=CCn1c(Sc2nncn2C)nc2c1c(=O)[nH]c(=O)n2C,-1,22,-10
Cc1ccc(Cn2ccc(NC(=O)c3noc4c3CCc3ccccc3-4)n2)cc1,-20,30,-5
CC1(C)Cc2c(C#N)c(SCCC#N)nc(N3CCOCC3)c2CS1,-1,21,5
CCOC(=O)c1cc(-c2ccncc2)nc2c1c(C)nn2-c1ccccn1,-4,66*,20
O=C(CCC1=NS(=O)(=O)c2ccccc2N1)NC1CCCCCCC1,-4,3,23
O=C(/C=C1\NCC2c3ccccc3CCN2C1=O)c1ccccc1 (stereo not drawn),-89,0,0
COCC(C)n1c(C)cc(C(=O)COC(=O)c2c(NC(C)=O)sc(C)c2C)c1C (stereo not drawn),14,2,-1
COc1cccc2c(=O)c(C(=O)NCc3cccs3)c[nH]c12,-158,16,40
CCCOC(=O)NC1CCS(=O)(=O)C1 (stereo not drawn),1,6,13
CCOC(=O)c1[nH]c(C)c(C(=O)OCC(=O)N2CCCCC2C)c1C (stereo not drawn),-1,-4,7
COc1ccc(NC(=O)c2ccc(COc3ccccc3)o2)cc1,2,5,-1
COCCCn1c(SCC(=O)Nc2nc3ccccc3s2)nnc1-c1ccoc1C,16,-20,1
O=C1CC(N2CCN(c3ccccn3)CC2)C(=O)N1CC(c1ccccc1)c1ccccc1 (stereo not drawn),3,-31,6
O=C(CCCCCn1c(=O)[nH]c2ccccc2c1=O)NCCCN1CCN(c2ccccc2F)CC1,10,3,2
O=C(CSc1ccc(-c2ccccc2)nn1)NCc1ccco1,-3,4,-5
COc1ccc(CC(=O)Nc2cc(C)on2)cc1,-19,5,-4
CC(C)CC(OC(=O)c1ccco1)C(=O)NCC1CCCO1 (stereo not drawn),-4,8,-6
CN(C)S(=O)(=O)Oc1ccsc1C(=O)Nc1cccc(Cl)c1Cl,1,-17,-4
CN1CCN(CC(=O)N(Cc2c(C#N)c3ccccc3n2C)c2ccccc2)CC1,13,-6,4
COCCNC(=O)C1CCC(Cn2c(=S)[nH]c3ccccc3c2=O)CC1 (stereo not drawn),-9,7,-2
COc1ccc(-c2cc(C(=O)N3CCOCC3)c3cc(C)ccc3n2)cc1,-3,5,1
Cn1c2c(c(=O)n(C)c1=O)CN(CC1CCCO1)CN2 (stereo not drawn),6,-11,-2
Cc1cc(N2C(=O)CCC2=O)n(-c2ccccc2)n1,10,-13,-3

# Overlap with the part before: 3 compounds; new compounds follow.
SMILES,PAX8 inh HTS,INS-1E GSIS act,ARNT-TACC3 inh
COc1ccc(-c2cc(C(=O)N3CCOCC3)c3cc(C)ccc3n2)cc1,-3,5,1
Cn1c2c(c(=O)n(C)c1=O)CN(CC1CCCO1)CN2 (stereo not drawn),6,-11,-2
Cc1cc(N2C(=O)CCC2=O)n(-c2ccccc2)n1,10,-13,-3
Cc1cccc(C2(c3cccc(C)c3)OC(=O)c3ccccc32)c1,12,6,3
Cc1cccc2cc(CN(Cc3ccc(F)cc3)C(=O)N(C)C)c3nnnn3c12,16,-4,20
O=C(COC(=O)C12CC3CC(CC(O)(C3)C1)C2)N1CCN(S(=O)(=O)c2ccc(Cl)cc2)CC1,-12,-42,-1
O=S(=O)(c1ccc(F)cc1)n1ccc(-c2cccc(OCc3ccc(Cl)cc3Cl)c2)n1,2,9,-7
COc1ccc2c(CC(=O)Nc3ccc(OC)c(NS(=O)(=O)c4ccc(F)cc4)c3)coc2c1,5,-25,-6
CCc1nc(C)cn1S(=O)(=O)c1ccc(Cl)c(Cl)c1Cl,-1,-13,8
CCOCc1nnc(NC(=O)c2ccco2)s1,-22,4,-1
CCCCOc1ccc(-c2nnn(CC(=O)c3c[nH]c4ccccc34)n2)cc1,-2,94*,-2
Cc1cc2c(c(=O)n1C1CC1)C(c1cccc(Cl)c1)C(C#N)=C(N)O2 (stereo not drawn),4,2,-7
COC(=O)c1cn(NC(=O)C2CCC(C)CC2)c(=O)c2ccccc12 (stereo not drawn),13,-1,-3
CC1CCN(C(=O)Cn2cc(C(=O)c3ccco3)c3ccccc32)CC1,8,12,-1
Cc1ccc(S(=O)(=O)N(C)CC(=O)N2CCCc3ccccc32)cc1,15,21,1
COc1ccc2oc(=O)c(-c3nc4ccccc4o3)cc2c1,-147,25,-2
COC(=O)CNc1c(-c2ccccc2)nc2ccc(Br)cn12,-9,26,6
O=S(=O)(c1ccccc1)N1CCN(c2ncnc3sc(-c4ccccc4)cc23)CC1,-17,-17,-4

# Of the compounds above, 4 contain bromine.
SMILES,PAX8 inh HTS,INS-1E GSIS act,ARNT-TACC3 inh
CCOc1ccc(OCC)c(NC(=O)CCS(=O)(=O)c2ccc(Br)s2)c1,7,-1,-1
COc1cc(/C=C2\C(=O)N(CCC#N)N=C2C)c(Br)cc1OC(C)C,24,-13,-6
O=C(c1ccc(Br)o1)N1CCN(C/C=C/c2ccccc2)CC1,-7,-22,-12
COC(=O)CNc1c(-c2ccccc2)nc2ccc(Br)cn12,-9,26,6

# Reprinted at random: 2 records from the list
SMILES,PAX8 inh HTS,INS-1E GSIS act,ARNT-TACC3 inh
Cc1cccc2cc(CN(Cc3ccc(F)cc3)C(=O)N(C)C)c3nnnn3c12,16,-4,20
O=C(COC(=O)C12CC3CC(CC(O)(C3)C1)C2)N1CCN(S(=O)(=O)c2ccc(Cl)cc2)CC1,-12,-42,-1

# Some of the compounds tested; the hit share may differ from the screen's.
